# Screens from PubChem BioAssay.
# GDH-TPI inh: inhibits GDH-TPI coupling enzymes, artifact for Mtb FBA screen. 1.2% of 360,000 active. inhibition, % at 4.8 µM. GDH-TPI coupled enzyme counterscreen, NADH absorbance;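 also: 0% = DMSO wells and 100% = wells lacking the enzyme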
# UGM FP inh: blocks M. tuberculosis UGM enzyme; P9WIQ1; purified UGM, fluorescence polarization probe displacement; inhibition, % at 10 µM; 0.06% of 320,000 active; in the data active = inhibition above about 10%, passing the limit was not always enough; inconclusive = no clear call, values can overlap the other calls
# BoNT F protease: blocks Botulinum neurotoxin F light chain protease; Multiplex microsphere protease cleavage assay, flow cytometry; inhibition, % at 10 µM; 0.22% of 360,000 active; AID 588497; in the data active = inhibition above about 35%, passing the limit was not always enough; inconclusive = no clear call, values can overlap the other calls; also: plate controls were buffer without enzyme for full effect and enzyme alone for no effect
# MazEF act: activators of E. coli MazEF toxin-antitoxin RNase; AID 504720; 0.32% of 350,000 active; activation, % at 20 µM; FAM/BHQ RNA-DNA oligo cleavage fluorescence, 5 h; P0AE70; in the data active = activation above about 50%
# Target sequence (P0AE70 whole entry, looked up): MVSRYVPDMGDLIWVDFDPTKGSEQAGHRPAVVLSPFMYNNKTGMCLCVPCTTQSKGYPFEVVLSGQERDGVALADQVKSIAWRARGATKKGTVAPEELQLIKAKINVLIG
# VHR inh abs: inhibitors of human VHR1 phosphatase (DUSP3) | P51452 | recombinant VHR phosphatase, pNPP absorbance | inhibition, % at 13.3 µM | 0.52% of 290,000 active | AID 1654; in the data active = inhibition above about 50%; also: some compounds called inactive have numbers as strong as hits
# Target sequence (P51452 whole entry, looked up): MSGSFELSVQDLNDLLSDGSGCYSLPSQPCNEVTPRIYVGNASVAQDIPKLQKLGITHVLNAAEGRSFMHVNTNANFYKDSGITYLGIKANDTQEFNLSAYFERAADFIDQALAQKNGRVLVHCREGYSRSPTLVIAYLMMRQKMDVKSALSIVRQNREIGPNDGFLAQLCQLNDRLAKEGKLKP
# BioA inh: inhibitors of Mycobacterium tuberculosis BioA enzyme. purified M. tuberculosis BioA enzyme, plate reader. inhibition, % at 9.99 µM. 0.096% of 360,000 active; in the data active = inhibition above about 40%; inconclusive = no clear call, values can overlap the other calls
# FBA Mtb inh: inhibitors of M. tuberculosis fructose-bisphosphate aldolase; P9WQA3; purified M. tuberculosis FBA, fluorescence read-out; inhibition, % at 1 µM; 2.3% of 360,000 active; AID 588726; in the data active = inhibition above about 27%;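 also: 0% = vehicle and 100% = reference inhibitor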
# Target sequence (P9WQA3 whole entry, looked up): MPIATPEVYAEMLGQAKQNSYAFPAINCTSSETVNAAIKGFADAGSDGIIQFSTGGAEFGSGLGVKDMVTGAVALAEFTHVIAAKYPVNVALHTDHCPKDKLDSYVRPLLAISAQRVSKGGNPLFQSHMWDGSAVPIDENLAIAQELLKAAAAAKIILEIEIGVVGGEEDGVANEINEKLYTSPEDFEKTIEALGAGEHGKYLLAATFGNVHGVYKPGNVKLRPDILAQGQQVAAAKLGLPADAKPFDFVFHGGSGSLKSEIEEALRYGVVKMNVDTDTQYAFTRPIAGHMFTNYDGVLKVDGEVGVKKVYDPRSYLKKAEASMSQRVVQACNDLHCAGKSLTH
# CCHF vOTU inh: CCHFV vOTU protease inhibition; Pep-AMC fluorescence; inhibition, % at 11.5 µM; 0.55% of 370,000 active; also: 0% = vehicle wells with enzyme and 100% = no enzyme wells
# FadD28 binding: M. tuberculosis FadD28 bisubstrate binding inhibition; 0.22% of 360,000 active; AID 588549; FadD28 bisubstrate probe binding, fluorescence polarization; inhibition, % at 12.5 µM; in the data active = inhibition above about 8.5%, passing the limit was not always enough; inconclusive = no clear call, values can overlap the other calls
# Rv3671c protease: inhibits the M. tuberculosis serine protease Rv3671c. inhibition, % at 5.96 µM. 0.048% of 320,000 active. P9WHR9. AID 2606; in the data active = inhibition above about 38%;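 also: extracellular domain of Rv3671c used as enzyme; 0% = enzyme with DMSO and 100% = no enzyme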
# Target sequence (P9WHR9 whole entry, looked up, the tested form may be a part): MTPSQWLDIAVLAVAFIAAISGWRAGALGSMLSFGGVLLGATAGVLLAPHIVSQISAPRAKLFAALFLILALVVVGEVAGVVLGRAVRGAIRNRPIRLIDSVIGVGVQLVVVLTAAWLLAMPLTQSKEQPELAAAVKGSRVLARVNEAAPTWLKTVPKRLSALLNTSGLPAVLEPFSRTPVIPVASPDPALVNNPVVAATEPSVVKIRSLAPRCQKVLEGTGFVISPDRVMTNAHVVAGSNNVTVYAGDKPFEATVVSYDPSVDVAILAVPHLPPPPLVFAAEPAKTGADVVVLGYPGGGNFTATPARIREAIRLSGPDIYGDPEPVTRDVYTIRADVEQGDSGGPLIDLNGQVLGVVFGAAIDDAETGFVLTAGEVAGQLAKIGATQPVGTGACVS
# Active calls of the source: *; ? = inconclusive; nt = not tested or not shown; & = joins results of further samples. Rule as the data show it, unless noted: active = inhibition above about 30%; inactive = the rest. Random draw from the library; overall some 4.9% were active at least once.
SMILES,GDH-TPI inh,UGM FP inh,BoNT F protease,MazEF act,VHR inh abs,BioA inh,FBA Mtb inh,CCHF vOTU inh,FadD28 binding,Rv3671c protease
CCOc1ccc(S(=O)(=O)Nc2ccc(C(=O)NCC(C)(C)N3CCOCC3)cc2)cc1,-4,-1.1,-3,-8,nt,nt,-1,-1,-3.3,1
COc1ccc(NC(=O)C2Cc3ccccc3O/C2=N\O)cc1 (stereo not drawn),3,0.1,5,2,7,-1.1,1,9,-1.3,nt
CNc1nc(Nc2ccc(C)cc2C)c2sccc2n1,15,nt,-4,nt,nt,0.0,0,7,-2.5,nt
COc1ccc(NC(=O)CSc2nnc(C)n2N)cc1S(=O)(=O)N1CCCCC1,2,-3.0,9,7,nt,-0.7,2,-10,-1.9,-11
CC(C)n1cc(CN2CCN(CCc3ccccc3)C(CCO)C2)cn1 (stereo not drawn),1,0.2,-7,11,44,nt,2,10,-1.2,0
CSc1ccc(C(O)c2ncc(-c3ccccc3Cl)[nH]2)cc1 (stereo not drawn),9,nt,-5,nt,nt,0.3,1,-1,-2.5,nt
CCn1c(SC)nc2c(c1=O)SC(C)C2 (stereo not drawn),23,1.2,4,0,4,nt,1,12,-0.2,-2
CCCc1nc2ccccc2c(C(=O)OCC(=O)NCc2ccc3c(c2)OCO3)c1CC,13,-3.0,-3,-4,3,nt,-3,-4,-2.0,-15
Cc1nnc(C)n1/N=C/c1cc(Br)ccc1O,1,1.8,-6,1,8,-2.3,2,4,-2.5,-1
COc1cnc(-c2ccccc2)nc1Oc1cccc(C)c1C,5,0.5,-2,0,41,-2.3,4,10,0.6,3
CN1CCC(N(C)C(=O)/C(C#N)=C\c2ccc(OC(F)F)cc2)CC1,9,nt,-5,-11,nt,nt,3,-6,-1.8,nt
O=C(c1ccc(-c2cccc(C(F)(F)F)c2)o1)N1CCCCCCC1,3,-2.0,8,-7,nt,nt,-4,15,-7.3,0
Cc1ccc([C@H]2C[C@H](n3cc(-c4ccc(F)cc4)nn3)[C@@H](O)CN2C(=O)c2cccs2)cc1,2,nt,1,4,nt,-5.4,4,14,-3.6,nt
O=C(Oc1ccccc1C(=S)N1CCOCC1)c1ccc([N+](=O)[O-])cc1[N+](=O)[O-],4,2.6,0,4,31,0.1,3,1,-5.2,8
Cc1ccc(CNC(=O)CCNC(=O)c2ccc([N+](=O)[O-])cc2)cc1,-2,3.0,6,-2,nt,-0.3,1,14,-2.7,6
COc1ccc(S(=O)(=O)N2CCC(N3CCCC3)CC2)cc1,-2,4.3,-7,4,-13,-0.3,3,5,-3.1,7
CCN(CC)S(=O)(=O)c1ccc(C(=O)NCCSc2c[nH]c3ccccc23)cc1,-6,-0.2,-8,5,0,-0.6,0,3,-0.3,-1
Cc1ccc(S(=O)(=O)N=Nc2c(O)[nH]c3ccccc23)cc1C,3,-1.5,-9,10,33,0.9,3,-12,0.0,-1
CC1=C(C(=O)N(C(C)C)C(C)C)CC(CC(=O)NCCc2ccccn2)C(=O)N1CCC1=CCCCC1 (stereo not drawn),nt,nt,-2,nt,nt,0.3,1,18,-1.5,nt
COc1cccc2cc(C(=O)N(C)C)c(=O)oc12,15,2.0,-3,10,18,2.3,-1,-11,1.5,-1
CCCCCCCNC(=O)C1(CC2CC(c3ccc(Cl)cc3)=NO2)CCN(C(=O)OC(C)(C)C)CC1 (stereo not drawn),-5,-3.2,-11,5,2,-0.9,0,8,-3.8,-23
C[C@H](CO)N1C[C@H](C)[C@@H](CN(C)S(=O)(=O)c2ccc(F)cc2)Oc2c(NS(=O)(=O)c3ccccc3)cccc2C1=O,-14,nt,4,6,nt,-0.7,-1,2,-1.6,-3
CCOCCCNc1nc2ccccc2[nH]1,0,1.2,-6,9,-11,-0.2,-1,-10,-2.9,3
COc1ccc(NC(=O)Cn2c3ccc(OC)cc3c3nc4n(c(=O)c32)CCS4)cc1,7,1.4,-4,27,2,-1.0,6,-7,-0.7,-2
CC(C)(C)c1ccc(OCCCC(=O)Nc2ccc(S(N)(=O)=O)cc2)cc1,2,-1.2,3,11,3,0.3,0,1,0.1,-30
O=C(COC(=O)c1cncc(Br)c1)NCc1ccc2c(c1)OCO2,-5,0.1,-3,1,6,-1.9,3,-15,-1.6,10
O=C(Nc1cc(=O)[nH]c2ncnn12)c1ccccc1Cl,15,-1.5,1,4,22,-2.4,-1,-5,0.3,-5
COc1ccc(O)c(CN2CCCC(N3CCc4ccccc4C3)C2)c1 (stereo not drawn),12,2.8,?,4,21,-0.2,-1,6,-1.6,nt
Cc1ccc(F)c(S(=O)(=O)NC(=O)C2(C)CCN2C(=O)Cc2cccc3ccccc23)c1 (stereo not drawn),3,nt,-3,nt,nt,-1.8,0,14,-1.4,nt
Cc1ccc(-n2cc(-c3ccccc3)c3c(NN4CCOCC4)ncnc32)cc1,20,2.4,-3,9,10,6.5,-1,26,-0.9,-12
CCOc1cc(C2CC(=O)Nc3cc(C)c(C)cc32)ccc1O (stereo not drawn),9,1.9,15,-10,21,1.4,-5,3,-3.1,-2
O=C(NC(=S)NNC(=O)c1ccccc1[N+](=O)[O-])c1ccccc1,0,-1.1,-6,-8,8,1.2,1,5,-0.4,7
Cc1ccc(CSc2ncnc3onc(C)c23)cc1,-6,3.1,?,-2,4,nt,-5,1,-1.1,-1
CCOC(=O)c1nc(NCc2cccnc2)c2ccccc2n1,11,-0.8,-2,2,-5,-0.4,2,4,?,-4
C=CCn1c(CCNC(=O)c2cccs2)nnc1SCC(=O)Nc1cccc(C(C)=O)c1,-2,4.0,-9,4,7,6.8,1,-4,0.0,4
Cc1cc(O)c(CN2CCN(S(=O)(=O)c3cccs3)CC2)cc1C(C)C,-3,-1.4,?,-4,nt,-0.7,-1,7,-2.1,-6
O=C(COC(=O)c1ccccc1O)Nc1cccc2ccccc12,11,-2.5,nt,-34,nt,0.5,5,2,-0.9,-8
Cc1cccc(C(=O)Nc2cccc(C(=O)NC3CCCC3)c2)c1,-5,0.8,1,-2,-14,-0.3,0,8,0.6,-4
CCOC(=O)C1C(c2ccc(O)c(O)c2)NC(=S)NC1(O)C(F)(F)F (stereo not drawn),-1,0.1,-3,3,-8,-2.5,1,-11,-0.3,1
O=C(CSc1n[nH]c(=O)[nH]c1=O)c1ccccc1,11,0.8,-10,5,20,0.1,8,3,-1.3,2
Cc1ccccc1CSc1nnc(-c2ccncc2)n1C,2,3.3,-20,3,13,nt,-2,12,-2.6,-4
COc1ccc(C(=O)Nc2ccc(OC)c(OC)c2)cc1,-12,1.1,-5,-3,-4,6.1,0,-11,-2.6,-6
CCOc1ccc(CN2CCN(Cc3[nH]c4ccc(OC)cc4c3C)CC2CCO)cc1 (stereo not drawn),4,1.8,-4,5,22,nt,1,-4,-1.2,3
C/C(Cl)=C\Cn1c(N2CCCCCC2)nc2c1c(=O)n(C)c(=O)n2C,7,-0.8,-15,0,-1,-0.3,3,31*,-0.1,-3
CCOc1cc(CNc2ccc(N(C)C)cc2)cc(Br)c1OCC(=O)NC(C)(C)C,5,-0.5,7,0,2,-2.8,-2,8,0.0,-25
CN(CC(=O)Nc1sccc1C#N)Cc1ccccc1,-3,-0.3,21,-1,4,-2.0,0,-5,0.8,-2
Cc1cccn2c(=O)c3cc(C(=O)NC4CCCCC4)c(=N)n(Cc4ccc(F)cc4)c3nc12,-1,0.9,16,-6,17,0.5,31*,4,-4.2,6
CCOc1cc(-c2c(C)c(CC)nc(N)c2C#N)ccc1O,11,0.1,-7,0,23,-1.5,-2,11,1.2,-1
CCCCn1c(SCC(=O)NCCc2ccc(OC)c(OC)c2)nc2c1c(=O)n(C)c(=O)n2C,15,1.2,0,5,3,-2.4,3,-16,0.1,1
COC(=O)[C@H]1[C@H]2C[C@@H]3c4[nH]c5cc(OC)ccc5c4CCN3C[C@H]2C[C@@H](OC(=O)c2ccc(N)cc2)[C@@H]1OC,-9,-0.2,-22,-2,3,0.2,3,-1,-4.2,-10
# Additional entries:
SMILES,GDH-TPI inh,UGM FP inh,BoNT F protease,MazEF act,VHR inh abs,BioA inh,FBA Mtb inh,CCHF vOTU inh,FadD28 binding,Rv3671c protease
CCOc1ccc(S(=O)(=O)N2CCN(C3CC(=O)N(c4cccc(C(C)=O)c4)C3=O)CC2)cc1 (stereo not drawn),6,nt,-1,-10,nt,-1.1,1,9,-1.5,nt
CC1(C)CC(=O)C2=C(C1)Nc1[nH]c(=S)[nH]c(=O)c1C2c1ccccc1 (stereo not drawn),7,2.0,3,2,4,-4.2,4,25,-0.7,2
O=C1CCCC/C1=C/Nc1ccc2c(c1)OCO2,15,-1.0,-2,2,28,2.0,-4,3,1.0,3
CC(C)(C)n1nnnc1C(C1CC1)N1CCC(n2c(=O)[nH]c3ccccc32)CC1 (stereo not drawn),nt,nt,-4,nt,nt,0.5,2,-4,1.2,nt
CCn1c(SCC(=O)Nc2ccc(Br)cn2)nnc1C1CC1,-6,-0.7,4,2,10,-1.4,-1,-4,-1.4,2
CC(C)NC(=O)Nc1cccc2c1O[C@H](CN(C)S(=O)(=O)c1ccc(F)cc1)[C@@H](C)CN([C@H](C)CO)C2=O,-5,nt,-5,5,nt,-1.4&-0.4,1,10,0.1,8
NC(=O)CSc1oc(-c2ccco2)nc1S(=O)(=O)c1ccc(Cl)cc1,-3,0.1,-22,7,21,-0.3,3,nt,-1.9,5
O=C(c1c[nH]c(C(=O)C(Cl)(Cl)Cl)c1)c1ccc(F)cc1F,-4,-1.3,6,3,nt,nt,-2,-13,-1.5,5
CCO/C=C1\N=C(c2ccc(F)cc2)OC1=O,9,nt,3,-14,-5,-1.9,-1,-11,-0.2,-12

# Another view of some results above.
canonical_smiles	GDH-TPI inh	UGM FP inh	BoNT F protease	MazEF act	VHR inh abs	BioA inh	FBA Mtb inh	CCHF vOTU inh	FadD28 binding	Rv3671c protease
CCOc1cc(CNc2ccc(N(C)C)cc2)cc(Br)c1OCC(=O)NC(C)(C)C	5	-0.5	7	0	2	-2.8	-2	8	0.0	-25
CN(CC(=O)Nc1sccc1C#N)Cc1ccccc1	-3	-0.3	21	-1	4	-2.0	0	-5	0.8	-2
Cc1cccn2c(=O)c3cc(C(=O)NC4CCCCC4)c(=N)n(Cc4ccc(F)cc4)c3nc12	-1	0.9	16	-6	17	0.5	31*	4	-4.2	6
CCOc1cc(-c2c(C)c(CC)nc(N)c2C#N)ccc1O	11	0.1	-7	0	23	-1.5	-2	11	1.2	-1
CCCCn1c(SCC(=O)NCCc2ccc(OC)c(OC)c2)nc2c1c(=O)n(C)c(=O)n2C	15	1.2	0	5	3	-2.4	3	-16	0.1	1
COC(=O)[C@H]1[C@H]2C[C@@H]3c4[nH]c5cc(OC)ccc5c4CCN3C[C@H]2C[C@@H](OC(=O)c2ccc(N)cc2)[C@@H]1OC	-9	-0.2	-22	-2	3	0.2	3	-1	-4.2	-10
CCOc1ccc(S(=O)(=O)N2CCN(C3CC(=O)N(c4cccc(C(C)=O)c4)C3=O)CC2)cc1 (stereo not drawn)	6	nt	-1	-10	nt	-1.1	1	9	-1.5	nt
CC1(C)CC(=O)C2=C(C1)Nc1[nH]c(=S)[nH]c(=O)c1C2c1ccccc1 (stereo not drawn)	7	2.0	3	2	4	-4.2	4	25	-0.7	2
O=C1CCCC/C1=C/Nc1ccc2c(c1)OCO2	15	-1.0	-2	2	28	2.0	-4	3	1.0	3
CC(C)(C)n1nnnc1C(C1CC1)N1CCC(n2c(=O)[nH]c3ccccc32)CC1 (stereo not drawn)	nt	nt	-4	nt	nt	0.5	2	-4	1.2	nt
CCn1c(SCC(=O)Nc2ccc(Br)cn2)nnc1C1CC1	-6	-0.7	4	2	10	-1.4	-1	-4	-1.4	2
CC(C)NC(=O)Nc1cccc2c1O[C@H](CN(C)S(=O)(=O)c1ccc(F)cc1)[C@@H](C)CN([C@H](C)CO)C2=O	-5	nt	-5	5	nt	-1.4&-0.4	1	10	0.1	8
NC(=O)CSc1oc(-c2ccco2)nc1S(=O)(=O)c1ccc(Cl)cc1	-3	0.1	-22	7	21	-0.3	3	nt	-1.9	5
